Screening results deposited in PubChem BioAssay by several laboratories.
NR5A2 inv ag: LRH-1 (NR5A2) inverse agonists, primary screen, cell-based, luminescence, HEK293T, StAR-luciferase reporter. Nuclear receptor subfamily 5 group A member 2 (Homo sapiens), O00482. LRH-1 transfected, 24 h. actives 0.13% (n = 360,000). inhibition, % at 3.6 µM;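 active means inhibition above the mean inhibition of all tested compounds plus 3 SD, cut at about 73% in these data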;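 further: 0% = DMSO wells and 100% = reporter-only cells lacking LRH-1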
ABHD5-PLIN5 inh: ABHD5-PLIN5 interaction inhibitors, primary screen, cell lysate, split luciferase complementation, luminescence. Split G. princeps luciferase complementation, 4 h. AID 602281, 2012. inhibition, % at 4 µM. Perilipin-5 (Homo sapiens) + 1-acylglycerol-3-phosphate O-acyltransferase ABHD5 (Homo …. actives 0.78% (n = 360,000);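 active means inhibition above the mean inhibition across every tested compound plus 3 SD, cut at about 22% in these data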;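 further: 0% = DMSO only wells and the 100% control is not disclosed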
Granule exo inh: LAMP-1 surface exposure blockers, TALL-104 cells – cell-based, flow cytometry, MLPCN library, primary screen; TALL-104 LAMP-1 surface exposure; cells stimulated with thapsigargin and PMA; inhibition, % at 10 µM; actives 0.66% (n = 360,000); AID 651702, 2012;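 active means inhibition above about 55%, limit read from the data; inconclusive means no clear call, values can overlap the other calls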
NCOA3 inh: SRC3 coactivator transcriptional activity inhibitors, primary screen, cell-based, luminescence; Nuclear receptor coactivator 3 (Homo sapiens), Q9Y6Q9; HEK293 GAL4-SRC3 luciferase reporter; inhibition, % at 3.6 µM; actives 0.17% (n = 360,000);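 active means inhibition above a per-campaign cutoff, the mean of all compounds plus 3 SD, cut at about 60% in these data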;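 further: 0% = DMSO-treated cells and 100% = gossypol-treated cells at 36 µM; higher means less SRC3-driven luciferase light from the GAL4 reporter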
TWEAK Fn14 block: inhibitors of TWEAK-Fn14 signaling, primary screen, luciferase reporter cells, uHTS | actives 2% (n = 360,000) | inhibition, % at 10 µM | TWEAK-stimulated Fn14 reporter cells, luciferase luminescence, 8 h; in the data active means inhibition above about 50%
SRC1 inh: SRC1 coactivator transcriptional activity inhibitors, primary screen, cell-based, luminescence; Nuclear receptor coactivator 1 (Homo sapiens), Q15788; HEK293 GAL4-SRC1 luciferase reporter; inhibition, % at 3.6 µM; actives 0.12% (n = 360,000); AID 588354, 2011;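 active means inhibition above the campaign mean plus 3 SD, with each screening campaign given its own cutoff, cut at about 60% in these data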;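 further: 0% = DMSO treated cells and 100% = gossypol at 36 µM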
NOD2 RIPK2 PPI: NOD2-RIPK2 binding disruptors in cells, primary screen, fluorescence, CHO cells, BLA complementation; Receptor-interacting serine/threonine-protein kinase 2 (Homo sapiens), O43353; CCF4 ratio; inhibition, % at 4.98 µM; actives 0.38% (n = 360,000); AID 624267, 2012; in the data active means inhibition above about 21%;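 further: 0% = vehicle only and 100% = reference blocker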
Target sequence (O43353 whole entry, looked up): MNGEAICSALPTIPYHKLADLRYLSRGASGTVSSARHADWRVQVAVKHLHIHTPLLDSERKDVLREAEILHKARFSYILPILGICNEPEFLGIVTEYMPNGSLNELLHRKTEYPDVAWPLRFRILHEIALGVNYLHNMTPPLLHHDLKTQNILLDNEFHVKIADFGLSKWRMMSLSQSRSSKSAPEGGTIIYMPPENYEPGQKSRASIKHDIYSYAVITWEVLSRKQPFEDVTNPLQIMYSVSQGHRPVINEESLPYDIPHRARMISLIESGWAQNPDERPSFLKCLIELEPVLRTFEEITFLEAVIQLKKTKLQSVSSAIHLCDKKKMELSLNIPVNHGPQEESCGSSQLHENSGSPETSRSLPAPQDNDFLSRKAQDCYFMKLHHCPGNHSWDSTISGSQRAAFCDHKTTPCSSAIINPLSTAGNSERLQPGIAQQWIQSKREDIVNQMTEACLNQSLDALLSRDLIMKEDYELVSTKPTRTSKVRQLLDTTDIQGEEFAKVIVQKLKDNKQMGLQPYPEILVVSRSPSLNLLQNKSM
TLR9-MyD88 block: inhibitors of TLR9-MyD88 association in cells, primary screen, cell-based, CHO, BLA complementation, fluorescence. actives 0.21% (n = 340,000). AID 504734, 2011. Toll-like receptor 9 (Homo sapiens) + Myeloid differentiation primary response protein …. inhibition, % at 4.98 µM. CCF4 FRET ratio;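 active means inhibition above the mean over all tested compounds plus 3 SD, cut at about 21% in these data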;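 further: 0% = DMSO only wells and 100% = clavulanate BLA inhibitor control wells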
TROY NFkB inh: inhibitors of TROY-driven NF-kB signaling, primary screen, Q293 LMP1-TROYcd cells, NF-kB luciferase, uHTS; Q293 LMP1-TROYcd NF-kB luciferase reporter, 4 h; inhibition, % at 10 µM; actives 0.98% (n = 360,000);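 active means compounds whose plate-normalised and pattern-corrected inhibition of the luciferase reporter signal at the single screening dose is 50% or more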
COUP-TFII inh: NR2F2 transcriptional activity inhibitors, primary screen, cell-based, luciferase reporter, HEK293T, luminescence; COUP transcription factor 2 (Homo sapiens), P24468; HEK293T NGFI-A luciferase reporter; inhibition, % at 8.6 µM; actives 0.7% (n = 370,000); AID 686940, 2013;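 active means inhibition above a per-plate cutoff, mean inhibition of test wells between control levels plus 3 SD, cut at about 38% in these data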;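 further: cells cotransfected with COUP-TFII expression vector driving the NGFI-A reporter; 0% = median of COUP-TF2 test wells and 100% = reporter-only cells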
Target sequence (P24468 whole entry, looked up): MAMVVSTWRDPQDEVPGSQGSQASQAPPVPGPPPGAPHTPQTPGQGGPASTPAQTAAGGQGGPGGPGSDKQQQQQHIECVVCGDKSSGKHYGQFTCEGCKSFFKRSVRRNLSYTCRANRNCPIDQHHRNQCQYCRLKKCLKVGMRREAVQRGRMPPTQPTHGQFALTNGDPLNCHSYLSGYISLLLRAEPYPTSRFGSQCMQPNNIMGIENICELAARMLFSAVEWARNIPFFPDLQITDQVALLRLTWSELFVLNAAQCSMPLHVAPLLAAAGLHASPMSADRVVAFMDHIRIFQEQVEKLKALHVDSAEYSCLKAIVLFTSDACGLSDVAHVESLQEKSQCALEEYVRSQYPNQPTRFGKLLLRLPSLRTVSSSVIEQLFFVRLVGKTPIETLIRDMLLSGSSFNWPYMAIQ
SRC2 inh: inhibition of GAL4-SRC2 driven luciferase reporter, primary screen, SRC2 inhibitor project, cell-based, luminescence. inhibition, % at 9 µM. actives 0.17% (n = 370,000). Nuclear receptor coactivator 2 (Homo sapiens), Q15596. HEK293 GAL4-SRC2 luciferase reporter;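 active means inhibition above the mean inhibition of all tested compounds plus 3 SD, set per campaign, cut at about 52% in these data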;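 further: 0% = DMSO treated cells and 100% = cells given Gossypol at 36 µM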
* marks the source's active call; other numbers are inactive results; ? = inconclusive; nt = no result given; ! = a repeat was not active.

SMILES	NR5A2 inv ag	ABHD5-PLIN5 inh	Granule exo inh	NCOA3 inh	TWEAK Fn14 block	SRC1 inh	NOD2 RIPK2 PPI	TLR9-MyD88 block	TROY NFkB inh	COUP-TFII inh	SRC2 inh
C[C@@H]1CN([C@H](C)CO)C(=O)CCCn2nncc2CO[C@H]1CN(C)S(=O)(=O)c1ccc(F)cc1	16	11	-2	9	-1	4	-13	4	0	-14	-5
CCc1cc(CNC(=O)c2ccc(OC)c(OC3CCN(C(C)C)CC3)c2)on1	6	-3	-5	7	-14	-1	3	-4	-27	17	-37
O=c1[nH]cc(Cc2ccccc2)c(=O)[nH]1	-4	1	-11	9	17	-3	0	2	-15	-24	-39
C[n+]1ccccc1/C=C/c1ccc(F)c(F)c1	5	1	-6	1	4	9	-6	5	8	3	11
Cc1ccccc1OCCN1C(=O)NC2(CCc3ccccc32)C1=O (stereo unspecified)	21	-5	2	14	23	-9	-9	1	10	7	-20
CN1/C(=C\C=Nc2cc(S(=O)(=O)N3CCOCC3)ccc2N2CCOCC2)C(C)(C)c2ccccc21	3	-2	0	-8	-6	-18	1	15	17	7	21
COc1cc(C(=S)N2CCOCC2)ccc1OC(=O)c1cccc(C)c1	8	-2	-2	-16	27	13	-10	-6	23	5	6
CC(CCc1ccccc1)NC(=O)C1CCCN(C(=O)c2cc3sccc3n2C)C1 (stereo unspecified)	1	-10	-2	8	36	-6	-3	-11	0	11	20
Cc1ccc(S(=O)(=O)N2CCCN(C(=O)c3ccc(-n4nccc4C)cc3)CC2)cc1	-20	-6	-7	-7	6	-7	-6	2	-2	-41	-4
COc1cccc(-c2nc3ccccc3s2)c1	-106	-9	-6	-76	28	-101	-4	-3	-25	-58	-85
COc1cc(NC(=O)c2ccc(S(=O)(=O)N(C)c3ccccc3)cc2)cc(OC)c1	10	-3	6	15	27	21	1	-8	-12	13	7
COc1ccc(OCC(=O)N2CCCC(Nc3ccc(C)c(C)c3)C2)cc1 (stereo unspecified)	-9	5	0	-3	-24	5	-6	0	-1	21	-6
CCc1nnc(NS(=O)(=O)c2ccc(NC(=O)c3cccc4ccccc34)cc2)s1	-23	-4	?	11	19	-14	0	3	7	9	-21
O=C(Nc1ccc(F)cc1Cl)C1CCN(C(=O)Nc2ccccc2)CC1	-17	1	-3	-15	-38	12	6	4	-9	-16	-23
C=C(C)CSc1cc(C)c(C#N)c2nc3ccccc3n12	-7	3	54	4	-24	-2	4	9	-12	23	-1
O=S(=O)(N/N=C1/CC(c2ccccc2)Oc2ccccc21)c1ccc(Br)cc1 (stereo unspecified)	-7	2	-4	-7	-3	-9	-5	4	-17	-36	-28
O=C(CN1CCOCC1)NCc1ccccc1Cl	12	-1	-12	11	-22	11	-3	-3	9	5	18
COc1cccc(C2C(C(=O)Nc3ccccc3)=C(C)N=c3s/c(=C/c4ccc(OCC(=O)O)cc4)c(=O)n32)c1 (stereo unspecified)	11	13	-5	9	11	2	-5	7	4	14	15
C[C@@H](C(=O)Nc1ccc2ccccc2c1)[C@H]1C[C@]1(C)[C@H](NC(=O)c1cnccn1)c1ccccc1	-18	4	-8	-7	10	-21	13	13	-9	2	2
CCOC(=O)N1CCN(CC(=O)N2c3ccccc3CCc3ccccc32)CC1	-16	-4	3	2	-10	1	4	4	2	15	-8
Cn1nnnc1SCCNC(=O)C1CCC(=O)N(Cc2ccc(Cl)cc2)C1 (stereo unspecified)	11	19	16	17	2	-8	-5	-2	-18	5	-42
COc1ccc(-c2cnc(NCc3cc4c(cc3[N+](=O)[O-])OCO4)n2C)cc1	-2	2	4	3	6	-2	-2	-9	-20	-14	-15
CCNc1nc(C23CC4CC(CC(C4)C2)C3)cs1	22	-8	0	9	-11	-16	-5	2	-15	-12	-4
Cc1ccc([C@@H]2CC(=O)[C@@H]3CN(S(=O)(=O)c4ccc(C)cc4)[C@H](c4cccc(Cl)c4)C[C@@H]3N2S(=O)(=O)c2ccc(Cl)cc2)cc1	6	-1	2	12	-12	17	-5	7	-6	-10	29
O=C(CSc1nc(=O)n2ccccc2n1)N1CCC(Cc2ccccc2)CC1	-4	-1	0	6	-15	-12	4	-1	7	-3	20
CCCNS(=O)(=O)c1ccc(OCC(=O)NCc2ccco2)cc1	-7	-4	-4	20	7	-1	4	0	1	-12	3
O=C(NCc1ccco1)C1CC(=O)N(c2ccc(F)cc2)C1 (stereo unspecified)	12	0	-6	9	-4	-36	-4	0	6	-2	-3
CCCN(C(=O)C(NC(=O)c1ccccc1)C(C)C)c1c(N)n(Cc2ccccc2)c(=O)[nH]c1=O (stereo unspecified)	-5	2	18	7	5	-4	-9	-1	-11	13	-20
COc1ccc(NC(=S)Nc2ccc(OCc3ccccc3)cc2)cc1OC	16	-15	4	-14	-27	0	-7	-4	-15	7	-18
Cc1ccc(-c2nn3c(C)nnc3s2)cc1NC(=O)c1ccc(-c2cccc(Cl)c2)o1	-34	19	1	6	24	2	-15	8	-5	56*!	-33

Structures above with an NH in an aromatic ring (two):
SMILES	NR5A2 inv ag	ABHD5-PLIN5 inh	Granule exo inh	NCOA3 inh	TWEAK Fn14 block	SRC1 inh	NOD2 RIPK2 PPI	TLR9-MyD88 block	TROY NFkB inh	COUP-TFII inh	SRC2 inh
O=c1[nH]cc(Cc2ccccc2)c(=O)[nH]1	-4	1	-11	9	17	-3	0	2	-15	-24	-39
CCCN(C(=O)C(NC(=O)c1ccccc1)C(C)C)c1c(N)n(Cc2ccccc2)c(=O)[nH]c1=O (stereo unspecified)	-5	2	18	7	5	-4	-9	-1	-11	13	-20

Later entries.
SMILES	NR5A2 inv ag	ABHD5-PLIN5 inh	Granule exo inh	NCOA3 inh	TWEAK Fn14 block	SRC1 inh	NOD2 RIPK2 PPI	TLR9-MyD88 block	TROY NFkB inh	COUP-TFII inh	SRC2 inh
COc1cc(OC)c(OC)cc1CNCc1ccco1	-1	1	10	-15	3	1	10	-3	9	17	7
CC1CCCC(N2C(=O)NC(NC(=O)c3ccco3)(C(F)(F)F)C2=O)C1C (stereo unspecified)	9	-4	0	-19	8	-11	-9	0	-12	-9	-1
CCCN1C(=O)c2ccccc2NC1c1ccc(Cl)cc1 (stereo unspecified)	1	-3	9	-18	24	4	7	-1	2	0	24
O=C1Nc2cnc(Cl)nc2Nc2ccccc21	2	-8	3	17	15	-1	-2	nt	0	7	-14
CC(=O)Nc1ccc(S(=O)(=O)N(C)c2ccc(OCC(=O)OCC(=O)N3CCCCC3)cc2)cc1	-9	4	3	5	6	-24	-8	-6	-6	18	-1
Cc1ccc(N(C(=O)c2csnn2)C(C(=O)NC2CCCCC2)c2ccccn2)c(C)c1 (stereo unspecified)	5	-1	9	-1	6	9	3	8	13	0	5
Cc1ccc(NC(=O)CNNC(=O)c2cccc([N+](=O)[O-])c2)cc1[N+](=O)[O-]	42	0	0	-1	-3	3	-6	-1	-10	3	-29
O=C(Nc1c[nH]c2c(Cl)cccc2c1=O)N1CCN(c2ccccn2)CC1	-22	2	-6	-18	0	-1	-13	2	-57	-41	-47
Cc1ccccc1NC(=O)CCNS(=O)(=O)c1cccc2nsnc12	-1	0	17	-24	34	3	3	-6	-4	7	-19
CCc1oc(C(=O)O)cc1CN(CC)CC	1	4	-5	-5	0	4	-9	-9	-3	10	-4
COc1ccc(NS(=O)(=O)c2cccc(C(=O)NCC3CCCO3)c2)cc1 (stereo unspecified)	4	4	-1	0	11	1	2	5	5	2	2
CN(C)S(=O)(=O)c1ccc(Cl)c(NC(=O)CN2C(=O)NC(C)(C3CC3)C2=O)c1 (stereo unspecified)	-3	-8	-6	21	6	26	1	0	1	-9	-8
CCn1c(C)nnc1SCC(=O)Nc1ccccc1OC	3	1	-2	5	4	-10	12	-5	-9	4	0
COC(=O)c1ccccc1NC(=O)C1CC(=O)N(c2ccc(C)c(C)c2)C1 (stereo unspecified)	-7	2	-2	-22	-14	-9	-7	-10	-12	12	11
O=C(NCc1ccccn1)Nc1ccccc1F	0	5	4	2	-4	-9	3	6	-1	-17	-5
O=C(c1ccco1)N1CCN(C2=NS(=O)(=O)c3ccccc32)CC1	-4	-1	-3	1	86*	6	-17	-5	nt	6	-5
COc1cccc(C(C)(O)c2nc(-c3ccc(F)c(Cl)c3)cs2)c1 (stereo unspecified)	23	-4	-1	13	25	1	3	nt	29	5	-1
O=C(CC1SC(=NC2CCCCC2)NC1=O)Nc1ccccc1 (stereo unspecified)	3	-12	1	-4	-4	-5	-3	-4	15	9	-2
O=C(CNC(=O)c1ccccc1Cl)NCC(c1cccs1)N1CCOCC1 (stereo unspecified)	16	0	-2	1	11	-23	5	6	0	-13	-32
CC(Sc1nncn1C)C(=O)Nc1ccccc1-c1ccccc1 (stereo unspecified)	6	-1	-2	14	14	0	10	-1	-16	2	-6
CN1CCC(N(C)C(=S)NC(=O)c2cc(-c3cccc(Br)c3)nc3ccccc23)CC1	11	6	1	12	-11	-8	3	-2	2	-2	2
CCOCCCNc1nc2c([nH]1)c(=O)n(C)c(=O)n2C	-3	2	0	13	3	2	-4	2	-7	9	-16
O=C(CCNC(=O)c1ccc([N+](=O)[O-])cc1)Nc1cccc(S(=O)(=O)N2CCOCC2)c1	-5	4	8	-49	-24	0	6	-6	-5	-5	-2
COc1ccccc1CNC(=O)Cc1ccc(OC)c(OC)c1	5	7	-5	-5	68*	-2	-5	-1	13	-3	13
Cc1nc2ccccc2c(=O)n1/N=C/c1ccccc1F	-1	2	8	-67	-34	-71	-5	-8	-33	-42	-49
CCOC(=O)c1ccc(S(=O)(=O)NCCN2CCOCC2)cc1	3	-4	4	8	11	-4	-10	1	20	10	13
COc1ccc2c(C(=O)CN3CCC(C)CC3)c[nH]c2c1	-37	-1	0	-22	9	-32	2	-11	-8	-22	-16
COCCNC(=O)C(c1ccccc1C)N(CCOC)C(=O)Cn1nnc2ccccc21 (stereo unspecified)	10	2	-2	17	4	19	-14	-3	-12	-4	4
CN(C(=O)c1cccc(NC(=O)Cc2ccc(NC(=O)C3CCN(C(=O)C4CCCC4)CC3)cc2)c1)C1CCCCC1	-13	-2	0	-1	-16	-13	3	6	-6	6	-9
COCCN(C(=O)COC(=O)Cc1ccc(Cl)cc1Cl)c1c(N)n(Cc2ccccc2)c(=O)[nH]c1=O	-9	-1	0	17	-7	4	-9	0	18	-9	-7
CCC(Oc1ccccc1)C(=O)Nc1nc2ccccc2[nH]1 (stereo unspecified)	-17	-5	1	-37	6	-23	-3	2	-29	-3	3

An excerpt. The share of hits here may be higher or lower than overall.
